Assay outcomes (PubChem BioAssay)
FadD28 binding: inhibitors of FadD28 bisubstrate probe binding, primary screen, biochemical, fluorescence polarization, single point; Mycobacterium tuberculosis FadD28 fatty-acid-AMP ligase; inhibition, % at 12.5 µM; 360,000 tested, 0.22% active; in the data active = inhibition above about 8.5%, passing the limit was not always enough; inconclusive = no clear call, values can overlap the other calls
BoNT-F LC inh: BoNT/F light chain protease inhibitors, primary screen, biochemical, flow cytometry, MLPCN library; Multiplex microsphere protease cleavage assay; inhibition, % at 10 µM; Botulinum neurotoxin type F light chain protease (Clostridium botulinum); 360,000 tested, 0.22% active; in the data active = inhibition above about 35%, passing the limit was not always enough; inconclusive = no clear call, values can overlap the other calls; note: plate controls were buffer without enzyme for full effect and enzyme alone for no effect
Anthrax LF inh2: Bacillus anthracis LF protease inhibitors, primary screen, biochemical, multiplex microsphere, MLPCN library | multiplex microsphere protease cleavage assay | inhibition, % at 10 µM | 360,000 tested, 0.12% active; note: plate controls were buffer without enzyme for full effect and enzyme alone for no effect
PfHsp40 rescue: rescue of yeast from PfHsp40 toxicity, primary screen, S. cerevisiae, ATP luminescence; S. cerevisiae expressing PfHsp40, growth rescue; growth rescue, % at 12.5 µM; 340,000 tested, 0.68% active; in the data active = growth rescue above about 28%, passing the limit was not always enough; inconclusive = no clear call, values can overlap the other calls;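 note: yeast W303a lacking pdr1 and pdr3 grown in galactose medium; growth measured after three days at 30 °C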
Mtb BioA inh: M. tuberculosis BioA enzyme inhibitors, primary screen, biochemical, plate reader, single point, HTS | purified M. tuberculosis BioA enzyme | inhibition, % at 9.99 µM | 360,000 tested, 0.096% active | 7,8-diaminopelargonic acid synthase BioA (Mycobacterium tuberculosis) | AID 602481, 2012; in the data active = inhibition above about 40%; inconclusive = no clear call, values can overlap the other calls
GDH-TPI counter: GDH-TPI coupling enzyme inhibitors, primary screen, artefact control for M. tuberculosis FBA inhibitor project, biochemical, absorbance, full deck | GDH-TPI coupled enzyme counterscreen, NADH absorbance | inhibition, % at 4.8 µM | 360,000 tested, 1.2% active; in the data active = inhibition above about 30%;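 note: 0% = DMSO wells and 100% = wells lacking the enzyme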
UGM FP inh: M. tuberculosis UGM enzyme inhibitors, primary screen, biochemical, fluorescence polarization, single point; UDP-galactopyranose mutase (Mycobacterium tuberculosis (strain ATCC 25618 / H37Rv)), …; purified UGM, fluorescence polarization probe displacement; inhibition, % at 10 µM; AID 504406, 2011; 320,000 tested, 0.06% active; in the data active = inhibition above about 10%, passing the limit was not always enough; inconclusive = no clear call, values can overlap the other calls
Target sequence (P9WIQ1 whole entry, looked up): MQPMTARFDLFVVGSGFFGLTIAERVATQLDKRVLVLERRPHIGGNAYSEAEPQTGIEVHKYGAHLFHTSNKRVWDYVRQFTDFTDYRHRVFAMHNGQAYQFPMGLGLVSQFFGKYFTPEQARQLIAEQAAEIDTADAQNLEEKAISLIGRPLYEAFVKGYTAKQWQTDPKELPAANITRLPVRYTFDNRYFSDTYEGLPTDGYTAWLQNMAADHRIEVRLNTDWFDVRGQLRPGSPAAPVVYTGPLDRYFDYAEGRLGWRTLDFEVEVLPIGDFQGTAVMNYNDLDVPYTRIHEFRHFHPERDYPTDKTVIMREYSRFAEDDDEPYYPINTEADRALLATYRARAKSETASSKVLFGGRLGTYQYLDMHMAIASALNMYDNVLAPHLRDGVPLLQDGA
FBA Mtb inh: Mtb FBA enzyme inhibitors, primary screen, biochemical, fluorescence, strain H37Rv | Fructose-bisphosphate aldolase (Mycobacterium tuberculosis (strain ATCC 25618 / H37Rv)), … | purified M. tuberculosis FBA, fluorescence read-out | inhibition, % at 1 µM | 360,000 tested, 2.3% active; in the data active = inhibition above about 27%;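 note: 0% = vehicle and 100% = reference inhibitor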
Target sequence (P9WQA3 whole entry, looked up): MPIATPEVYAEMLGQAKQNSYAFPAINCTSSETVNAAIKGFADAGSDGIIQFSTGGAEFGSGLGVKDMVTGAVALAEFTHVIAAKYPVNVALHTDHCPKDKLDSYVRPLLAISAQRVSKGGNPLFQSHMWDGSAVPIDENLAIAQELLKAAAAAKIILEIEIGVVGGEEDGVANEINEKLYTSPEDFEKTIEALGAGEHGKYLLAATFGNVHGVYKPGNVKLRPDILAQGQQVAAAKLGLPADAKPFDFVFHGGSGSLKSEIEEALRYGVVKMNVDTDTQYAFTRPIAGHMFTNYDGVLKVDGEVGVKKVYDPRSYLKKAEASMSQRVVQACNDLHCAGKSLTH
BoNT A protease: BoNT/A light chain protease inhibitors, primary screen, biochemical, flow cytometry, MLPCN library; multiplex microsphere protease substrate cleavage; Botulinum neurotoxin type A light chain protease (Clostridium botulinum A str. ATCC 3502); 360,000 tested, 0.17% active; inhibition, % at 10 µM; note: plate controls were buffer without enzyme for full effect and enzyme alone for no effect
Starred values were filed as active, the others as inactive; ? = inconclusive; . = not tested or not shown; & = joins results of further samples. Cut-off read from the data, not from the text of the source, unless noted: active = inhibition above about 30%; inconclusive = no clear call, values can overlap the other calls; inactive = below that.

SMILES	FadD28 binding	BoNT-F LC inh	Anthrax LF inh2	PfHsp40 rescue	Mtb BioA inh	GDH-TPI counter	UGM FP inh	FBA Mtb inh	BoNT A protease
COc1ccc(Cc2nnc(N/N=C/c3ccc(O)cc3O)[nH]c2=O)cc1OC	-1.3	-0.6	0.2	1.8	.	25.1	0.3	2.4	-0.7
COc1ccc(N2CCN(C(=O)c3cccc(F)c3)CC2)c([N+](=O)[O-])c1	0.2	-4.8	-3.9	2.0	18.1	-1.9	-1.5	-1.7	-0.7
Cc1nc2c(oc3ccccc32)c(=O)o1	-1.8	-2.6	-2.9	-0.4	-1.3	-7.0	-1.6	-0.7	-0.2
Cc1cccc2cc3c(nc12)-c1ccccc1C3=O	1.7	14.8	0.3	-0.5	-0.9	7.1	-0.6	1.7	0.4
Cn1cc(/C=C/c2cc[n+](C)cc2)c2cc(Cl)ccc21	-3.4	-6.8	-1.1	0.4	-146.9	-13.2	4.9	-7.2	-6.3
Nc1nc(SCc2ccccc2)c2ncn(Cc3ccccc3)c2n1	-5.3	-9.7	-1.7	5.3	2.8	-0.9	.	-2.9	-0.2
C/C(=C\c1ccccc1)C(=O)Nc1nccs1	0.9	-3.3	-2.3	0.4	.	9.7	.	-2.5	-0.8
O=C(N/N=C1\C(=O)c2cccc3cccc1c23)c1ccc(O)cc1	-3.7	-0.9	-2.3	-0.9	.	11.1	0.9	-2.6	0.3
O=C(COC(=O)c1ccccc1C(=O)N1CCN(c2ccc(F)cc2)CC1)NCc1ccccc1	-2.2	-8.8	0.8	0.3	2.4	-7.1	-2.5	-13.8	-0.4
COc1cccc(CNC(=O)Cc2ccc(-c3ccccc3)cc2)c1	-5.4	1.2	-1.0	3.4	-1.7	-6.9	1.9	-2.9	1.4
Cc1noc(C)c1NC(=O)N(C)C[C@H]1Oc2c(NC(=O)Nc3ccc4c(c3)OCO4)cccc2C(=O)N([C@H](C)CO)C[C@@H]1C	0.2	1.3	-4.0	1.5	-1.6&-3.3	6.7	0.8	-0.9	0.1
Cc1ccc([C@@H]2C[C@H]3CN(Cc4cccc(Cl)c4)C(=O)[C@]34CCCN24)o1	-1.6	2.3	1.1	0.4	-1.6	2.3	-1.7	1.0	0.5
c1cncc(-c2nc(NCc3cccs3)c3ccccc3n2)c1	-7.9	-3.6	-4.3	-0.7	.	-0.6	-0.4	0.2	-0.7
Cn1c(=O)c2c(nc(NCCCO)n2Cc2cccc(Br)c2)n(C)c1=O	-2.0	4.5	-0.7	3.7	3.2	3.0	-4.6	-0.6	?
COc1ccc(C(CC(=O)NCc2ccccc2)C(C)C)cc1 (stereo unspecified)	-1.1	1.7	-3.5	2.8	8.6	-7.7	2.1	7.8	6.6
CC(=O)Nc1ccc(C(=O)NNC(=O)c2cc([N+](=O)[O-])cc([N+](=O)[O-])c2)cc1	-0.2	-2.3	-0.5	2.6	.	11.7	1.7	5.1	0.6
C=CCNC(=S)N1CC2(C)CN(C(=S)NCC=C)CC(C)(C1)C2=O	-1.6	5.3	-0.5	-1.2	-1.4	13.8	0.0	2.5	0.3
Nn1c(SCc2nc3ccccc3[nH]2)nnc1C1CCCCC1	-2.5	-1.5	4.3	-0.8	-295.5	-0.9	-3.8	3.7	0.6
CCOC(=O)c1c(NC(=O)Cn2cnc3sc(C)c(-c4ccccc4)c3c2=O)sc(C)c1C	-4.4	-1.4	-0.7	0.8	.	16.9	2.0	-5.8	-0.2
Cc1ccc2cc(NC(=O)c3ccccc3)ccc2n1	-2.7	-12.3	-2.2	0.2	2.7	7.9	-0.4	-0.8	0.9
Cn1nc(-c2ccc(Cl)cc2)cc1NC(=O)Nc1ccccc1	-3.9	-15.8	-6.7	1.0	-3.0	-3.4	-3.0	-0.7	-0.6
O=C(Cc1ccccc1)NNC1CC(=O)N(c2ccc(Br)cc2)C1=O (stereo unspecified)	-0.4	0.0	-3.1	-1.5	1.6	4.7	2.7	-0.6	-1.4
CCCCCCCc1nc2sc3c(c2c(=O)n1N)CC(C)(C)OC3	-1.5	0.1	0.1	-0.8	-6.0	2.5	0.2	-3.2	0.2
CC(C)NC(=O)CN1C(=O)c2ccccc2S1(=O)=O	-1.6	0.0	-6.5	.	.	1.6	-0.8	3.7	-1.8

Copied from the list.
In FadD28 binding, Nc1nc(SCc2ccccc2)c2ncn(Cc3ccccc3)c2n1 has -5.3
In PfHsp40 rescue, Cn1cc(/C=C/c2cc[n+](C)cc2)c2cc(Cl)ccc21 has 0.4

Remaining list, next part
SMILES	FadD28 binding	BoNT-F LC inh	Anthrax LF inh2	PfHsp40 rescue	Mtb BioA inh	GDH-TPI counter	UGM FP inh	FBA Mtb inh	BoNT A protease
O=C(NCc1ccccc1C(F)(F)F)C1CCC(=O)N(CCCc2ccccc2)C1 (stereo unspecified)	-1.0	3.2	-1.5	2.0	-0.3	3.8	-1.1	0.2	-1.4
COc1ccc(-c2[nH]ncc2/C=N\NC(=O)c2cccs2)cc1OC	-5.0	-16.6	-2.1	0.2	4.8	15.4	0.5	2.8	-2.3
CCc1ccccc1OCCCOc1ccc(OC)cc1	-2.8	-2.7	6.2	1.2	0.5	0.4	-0.1	0.4	0.5
C=CCCN([C@@H](C)C(=O)OC)S(=O)(=O)c1ccccc1Br	-0.7	6.5	0.7	-1.9	1.8	8.3	1.1	4.4	0.3
Cc1ccc(N=Cc2ccccc2O)cc1Cl	-1.5	-2.4	-2.8	-0.3	0.8	-5.1	.	-0.6	-0.3
Clc1ccccc1CNc1nc2ccccc2n2cnnc12	-0.5	5.1	0.7	-0.4	.	-2.6	-0.6	4.4	-0.3
O=c1[nH]c(/C(Cl)=C/c2cccc(F)c2)nc2cc(C(F)(F)F)ccc12	-0.2	-3.0	-0.1	-1.4	.	4.5	-0.5	-3.3	0.6
CN1CCC(Oc2ccc(Sc3ccccc3)cc2)CC1	-6.4	-8.9	0.9	0.2	3.4	-7.0	3.0	0.3	0.0
CN1CCC(OC(=O)c2ccc(Br)cc2)CC1	-1.7	4.9	-1.1	0.0	-0.6	0.6	3.0	0.9	2.8
COc1ccc(C(NC(=O)C2CCN(CCOc3ccc(Cl)cc3)CC2)c2cccs2)cc1 (stereo unspecified)	-0.4	-15.1	-2.3	.	-2.6	5.4	.	0.2	-0.4
COc1ccc(-n2cnnc2SCc2csc(-c3ccccc3)n2)cc1	-1.8	-1.4	-2.8	-0.3	-0.9	13.6	-0.4	1.4	?
Cc1ccc(C(=O)NC(=S)NNS(=O)(=O)c2ccccc2)cc1	0.3	-3.0	-0.7	4.0	.	-2.9	-0.5	-1.6	-0.7
COc1ccc(CCNC(=O)CSc2nc(O)c(C(C)C)c(=O)[nH]2)cc1OC	-2.4	-9.4	-1.9	-0.6	-0.5	4.2	-0.8	0.2	-0.3
CCCN(CC#CCO)CCC	-4.5	4.4	-6.6	-1.9	-2.5	7.1	0.0	-0.9	-0.5
Cc1ccc(/C(O)=C2\C(=O)C(=O)N(C)C2c2ccc([N+](=O)[O-])cc2)cc1 (stereo unspecified)	-2.8	?	0.0	-0.4	1.1	17.8	2.9	2.3	-2.6
Cc1cc(NS(=O)(=O)c2ccc(NC(=O)COc3c(C)cc(Br)cc3C)cc2)no1	1.6	0.4	-0.8	2.8	1.4	16.4	0.0	1.8	2.6
Cc1ccc(S(=O)(=O)N(C)CC(=O)Nc2ccc3c(c2)OCO3)cc1	-0.1	-20.5	1.7	0.2	1.8	6.7	-0.4	0.9	-5.2
COC(=O)C1=C(c2ccccc2OCc2ccccc2)C[C@@H]2CC[C@H]1N2C(=O)NCc1ccc(OC)cc1	-5.0	-1.7	0.6	4.1	-1.5	1.7	-3.2	0.3	0.5
CC(C)COC(=O)NCCCOC(=O)Nc1ccccc1	-1.7	-1.9	-3.7	-1.4	-2.7	-5.7	-0.2	-0.5	0.0
CC1(C)CC(=O)C2=C(C1)NC(=O)NC2c1ccc(Cl)cc1 (stereo unspecified)	-1.3	-0.3	12.3	0.6	-1.3	11.8	1.4	-2.6	-1.2
CCOC(=O)Cn1nnnc1CN(Cc1cccs1)Cc1cc2cc(C)ccc2[nH]c1=O	0.0	19.1	-14.8	2.0	.	11.4	1.0	3.4	15.8
COc1cc(/C=N\NC(=O)c2ccc(Cl)cc2)ccc1Oc1ccc([N+](=O)[O-])cn1	-2.6	-3.0	-6.3	-1.0	.	16.8	2.0	2.2	-0.1
Cc1ccc(S(=O)(=O)/N=C(\Sc2ccccc2)c2ccccc2)cc1	-2.1	-5.5	0.0	0.6	-11.7	0.0	2.2	2.3	-1.9
O=C(Nc1nc(COc2ccccc2)cs1)C12CC3CC(CC(C3)C1)C2	-2.3	-5.6	-1.6	0.2	-4.0	3.7	0.4	-1.5	-6.5
CCOC(=O)C1(CCCc2ccccc2)CCN(C(=O)COC)CC1	-4.3	-13.2	-3.4	-1.5	-0.7	0.0	-1.8	-1.3	-1.7
COc1ccccc1NC(=O)CCN1CC(C)OC(C)C1 (stereo unspecified)	0.0	3.8	-0.5	1.1	-1.5	9.4	-2.0	2.9	-0.1
C[C@@H](C(O)c1ccccc1)N(C)C(=O)CCc1ccccc1 (stereo partly specified)	-1.0	-17.1	-1.4	-0.7	-1.7	6.3	-0.7	-0.8	-0.4
Cc1ccc(NC(=O)CSc2ccccc2)cc1S(=O)(=O)N1CCCCC1	0.6	-3.4	-0.3	2.8	-1.1	-9.1	-1.8	2.1	-0.5
O=C(CSc1ncn(-c2ccccc2)n1)Nc1nc(-c2ccccc2)cs1	-0.1	0.7	-10.5	1.2	-3.1	8.9	-1.0	-2.0	?
Cc1ccc(C(=O)Nc2cccc(NC(=O)c3ccc(C)cc3)n2)cc1	-1.7	.	.	.	-0.3	-2.3	-0.1	1.8	.
CC1(C(=O)NS(=O)(=O)Cc2cccc(Cl)c2)CCN1C(=O)C1(c2ccc(Cl)cc2)CCC1 (stereo unspecified)	1.0	-5.2	-1.8	.	-1.4	13.3	.	6.3	-0.3
Cc1ccccc1C(=O)N=c1ccn(-c2nc3ccccc3nc2NS(=O)(=O)c2ccc(F)cc2)cc1	-1.1	5.5	4.6	0.6	-1.1	11.2	-0.4	1.3	8.0
CCOC(=O)Nc1ccc2c(c1)N(C(=O)N(CC)CC)c1ccccc1CC2	-2.3	-11.7	-2.1	0.1	.	2.9	-2.5	1.6	-1.3

Five structures already listed, ordered by count of non-hydrogen atoms, lowest first:
SMILES	FadD28 binding	BoNT-F LC inh	Anthrax LF inh2	PfHsp40 rescue	Mtb BioA inh	GDH-TPI counter	UGM FP inh	FBA Mtb inh	BoNT A protease
COc1ccccc1NC(=O)CCN1CC(C)OC(C)C1 (stereo unspecified)	0.0	3.8	-0.5	1.1	-1.5	9.4	-2.0	2.9	-0.1
C[C@@H](C(O)c1ccccc1)N(C)C(=O)CCc1ccccc1 (stereo partly specified)	-1.0	-17.1	-1.4	-0.7	-1.7	6.3	-0.7	-0.8	-0.4
CCOC(=O)C1(CCCc2ccccc2)CCN(C(=O)COC)CC1	-4.3	-13.2	-3.4	-1.5	-0.7	0.0	-1.8	-1.3	-1.7
Cc1ccc(NC(=O)CSc2ccccc2)cc1S(=O)(=O)N1CCCCC1	0.6	-3.4	-0.3	2.8	-1.1	-9.1	-1.8	2.1	-0.5
CCOC(=O)Nc1ccc2c(c1)N(C(=O)N(CC)CC)c1ccccc1CC2	-2.3	-11.7	-2.1	0.1	.	2.9	-2.5	1.6	-1.3
